KCNQ1 pot: potentiates or activates the human KCNQ1 potassium channel; CHO-K1 KCNQ1, thallium flux FluxOR fluorescence; stronger effect = higher value; B-score at 10 µM; 0.35% of 310,000 active;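 active means fluorescence ratio B-score, a plate-corrected score, at least three library SD, with initial intensity B-score within 5 SD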
Target sequence (P51787 whole entry, looked up): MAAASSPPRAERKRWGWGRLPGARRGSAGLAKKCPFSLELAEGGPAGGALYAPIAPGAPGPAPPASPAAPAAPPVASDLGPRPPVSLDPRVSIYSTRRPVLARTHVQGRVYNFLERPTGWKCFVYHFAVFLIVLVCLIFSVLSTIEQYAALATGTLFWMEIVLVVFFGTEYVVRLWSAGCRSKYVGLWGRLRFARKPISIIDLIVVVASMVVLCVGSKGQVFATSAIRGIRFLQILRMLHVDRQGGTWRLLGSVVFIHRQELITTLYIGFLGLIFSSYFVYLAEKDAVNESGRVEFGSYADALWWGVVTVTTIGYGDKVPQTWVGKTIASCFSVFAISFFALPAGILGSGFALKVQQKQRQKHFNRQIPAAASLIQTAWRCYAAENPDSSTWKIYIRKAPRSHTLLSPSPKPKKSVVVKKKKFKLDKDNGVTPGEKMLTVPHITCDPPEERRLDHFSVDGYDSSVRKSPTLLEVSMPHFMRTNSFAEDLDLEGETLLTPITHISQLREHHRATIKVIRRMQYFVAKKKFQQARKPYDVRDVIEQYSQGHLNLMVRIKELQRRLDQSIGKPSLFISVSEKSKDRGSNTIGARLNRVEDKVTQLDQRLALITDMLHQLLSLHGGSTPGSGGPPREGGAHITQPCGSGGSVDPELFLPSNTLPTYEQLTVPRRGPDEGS
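Medium – assay buffer, equal DMSO in all wells · Material – CHO-K1 cell line with stable KCNQ1 potassium channel expression · Signal – kinetic FluxOR thallium fluorescence, 10-s 1-Hz baseline, 110-s post-stimulus read · Compound – single concentration per compound, DMSO matched to controls · Schedule – 37 °C overnight plating, 90-min dark dye load, 20-min compound pretreatment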
ANO1 block: mouse TMEM16A channel inhibition, primary screen | HEK293 TMEM16A/YFP iodide influx fluorescence, ionomycin | 1.2% of 310,000 active | AID 588511 | normalized B-score (activity score, 25-100; higher = stronger inhibition) at 10 µM;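 active means ratio plate-corrected score three or more library SD toward inhibition, starting fluorescence score within five deviations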;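 further: score derived from kinetic fluorescence span divided by baseline fluorescence per well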
RGS4 act: RGS4 potentiation or activation; 0.92% of 310,000 active; B-score at 10 µM; HEK293 M3R/inducible RGS4, carbachol calcium flux Fluo4; stronger effect = lower value;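 active means B-score of the integrated calcium signal more than 4 SD below the library mean, with starting fluorescence not abnormally high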;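 further: negative B-score means reduced calcium response which marks RGS4 activation or potentiation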
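Material: Inducible-RGS4 HEK293 cells carrying M3 receptor; also added: carbachol at ECmax as muscarinic agonist stimulus; incubation: compound preincubation 20 min at room temperature before agonist; signal: Fluo4-AM (2 µM) calcium-flux fluorescence, kinetic read; measure: integrated calcium ratio converted to B score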
MrgX1 allo act: allosterically activates human MrgX1 receptor signaling. B-score at 10 µM. MrgX1-HEK293, Fluo-4 calcium flux, FDSS; stronger effect = higher value. 0.63% of 310,000 active. Q96LB2. AID 588675;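 active means plate-corrected calcium response at least 3 library SD above typical, normal starting fluorescence, not activating the receptor alone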;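 further: compound read alongside a low EC10 to EC30 dose of BAM8-22 agonist; peak minus trough fluorescence over baseline measured at the second addition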
KCNK3 block: human KCNK3 channel inhibition, primary screen | O14649 | CHO-KCNK3 thallium flux, FluxOR fluorescence; stronger effect = lower value | B-score at 10 µM | 0.84% of 340,000 active | AID 602410;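 active means B-score under library mean minus 4 SD, starting fluorescence ratio at most library mean plus 5 SD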;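 further: more negative B-score means stronger inhibition of thallium flux through KCNK3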
Target sequence (O14649 whole entry, looked up): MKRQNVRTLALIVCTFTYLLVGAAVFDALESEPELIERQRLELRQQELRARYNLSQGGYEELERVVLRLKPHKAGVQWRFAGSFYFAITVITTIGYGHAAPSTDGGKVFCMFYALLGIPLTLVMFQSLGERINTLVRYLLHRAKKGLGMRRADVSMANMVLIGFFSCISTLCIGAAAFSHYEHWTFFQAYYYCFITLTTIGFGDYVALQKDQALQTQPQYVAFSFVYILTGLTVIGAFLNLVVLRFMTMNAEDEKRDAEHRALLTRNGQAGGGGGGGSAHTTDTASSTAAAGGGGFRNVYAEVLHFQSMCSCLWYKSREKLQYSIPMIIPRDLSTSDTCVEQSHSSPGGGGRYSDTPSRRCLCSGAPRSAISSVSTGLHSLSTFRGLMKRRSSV
ANO1 activ: activates or potentiates the mouse TMEM16A chloride channel; Q8BHY3; HEK293 TMEM16A/YFP-H148Q/I152L, iodide quench fluorescence; stronger effect = lower value; B-score at 10 µM; 0.3% of 340,000 active;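 active means fluorescence-ratio B-score plate-corrected deviation score at least 3 library SD below zero, with starting fluorescence score within 5 deviations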;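 further: channel opened by trigger with iodide after compound preincubation; score built on the fluorescence ratio of max minus min over baseline; more negative score means more quench and so TMEM16A activation or potentiation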
KCNK9 inh: blocks the human KCNK9 two-pore domain potassium channel; Q9NPC2; HEK293 KCNK9, FluxOR thallium flux fluorescence; stronger effect = lower value; B-score at 10 µM; 1.2% of 310,000 active; AID 488922;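 active means ratio B-score over 3 SD below the library mean, with starting fluorescence within 5 SD of its mean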;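 further: negative B-score means less thallium flux so channel inhibition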
KCNQ1 inh: human KCNQ1 channel inhibition. P51787. CHO-K1 KCNQ1, FluxOR thallium flux fluorescence; stronger effect = higher value. B-score at 10 µM. 1.3% of 310,000 active. AID 2642;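 active means compounds whose thallium flux B-score, printed positive for inhibition, exceeds three library SD while starting fluorescence stays within three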;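 further: channel opened by potassium depolarization with thallium stimulus after 20 min compound exposure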
RGS4 block: inhibitors of human RGS4. 0.45% of 310,000 active. P49798. B-score at 10 µM. HEK293 M3R/RGS4 inducible, Fluo-4 calcium flux; stronger effect = higher value; triggered by carbachol at its EC20;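 active means B-score, a plate-corrected calcium signal, over three deviations above library mean, with baseline fluorescence within five deviations of library mean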;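 further: RGS4 expression induced by doxycycline in cells with stable M3 receptor; B-score is computed from the integrated fluorescence ratio over baseline after carbachol; higher B-score means a larger calcium signal and so more RGS4 inhibition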
MrgX1 agonist: activates human MrgX1 receptor signaling; B-score at 10 µM; MrgX1-HEK293 cells, Fluo-4 calcium fluorescence, agonist mode; stronger effect = higher value; 0.44% of 310,000 active;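 active means calcium response B-score plate-corrected fluorescence ratio at least 3 library SD, with starting fluorescence B-score inside 5 SD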
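Material: MrgX1-expressing HEK293 cells; input: 15,000 cells per well; doses: test compound given as first of three sequential additions; schedule: overnight plating before 1 h dye loading; technique: Fluo-4 NW calcium-flux fluorescence, kinetic read; evaluation: baseline-normalised fluorescence change ratio, B-scored; control set: plate-wise positive and negative controls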
hERG rescue: compounds protecting human hERG from proarrhythmic drug block. 0.51% of 310,000 active. AID 1511. Q12809. CHO-hERG, FluxOR thallium flux, dofetilide IC70 present. activation (rescue from dofetilide block), less the hit threshold, % at 10 µM;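 active means activation above the mean of controls blocked by dofetilide plus 5 SD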;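 further: thallium influx through hERG after potassium depolarization seen as dye fluorescence rise; in these data hits start at about 4.7%; inactives centre near -7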
* hit, by the source's call; i = inactive; . = not tested or not shown.

SMILES | KCNQ1 pot | ANO1 block | RGS4 act | MrgX1 allo act | KCNK3 block | ANO1 activ | KCNK9 inh | KCNQ1 inh | RGS4 block | MrgX1 agonist | hERG rescue
CCOC(=O)Cn1c(-c2ccccc2)nc2ccccc2c1=O | i | i | i | i | i | i | i | i | i | i | -12.0
CC(=O)c1ccc(NC(=O)Cn2nc(C)cc2C)cc1 | i | i | i | i | i | i | i | i | i | i | -8.7
CCC1C(=O)N=C(SCC(=O)Nc2cccc3ccccc23)NC1=O (centres undefined) | i | i | i | i | i | i | i | i | i | i | -4.2
COc1ccc2c(c1)c(CC(=O)Nc1ccccc1OC)c(C)n2C(=O)c1ccc(Cl)cc1 | i | i | i | i | i | i | i | 7* | i | i | -7.0
CCCCC(c1nnnn1CCOC)N1CCN(C)CC1 (centres undefined) | i | i | i | i | i | i | i | i | i | i | -9.6
C=CCn1cnc2sc(C(=O)Nc3ccccc3OC)c(C)c2c1=O | i | i | i | i | i | i | i | i | i | i | -6.1
C/C(=N/Nc1ncc(Br)cn1)c1ccc(Br)cc1 | i | i | i | i | i | i | i | i | i | i | -5.8
Cc1[nH]c2ccccc2c1-c1nc2ccccc2[nH]1 | i | i | i | i | i | i | i | i | i | i | -10.7
CC1CC(CN)CC(CO)C1 (centres undefined) | i | i | i | i | i | i | i | i | i | i | -2.7
COc1ccccc1NC(=O)c1ccccc1NS(=O)(=O)N1CCCC1 | i | i | i | i | i | i | i | i | i | i | -1.1
O=C(C1CCCN(S(=O)(=O)c2cccc3nonc23)C1)N1CCC(Cc2ccccc2)CC1 (centres undefined) | i | i | i | i | i | i | i | i | i | i | -5.6
Cc1sc2ncnc(SC(C)C(=O)N3c4ccccc4Sc4ccccc43)c2c1C (centres undefined) | i | i | i | i | i | i | i | i | i | i | -4.6
O=C(NNC(=O)c1cnccn1)c1ccc(Cl)cc1 | i | i | i | i | i | i | i | i | i | i | -6.5
Nc1nonc1-n1nnc(C(=O)N/N=C/c2ccc3c(c2)OCO3)c1CSc1ccccc1 | i | i | i | i | i | i | i | i | i | i | -2.3
CC12CN(C(=O)c3ccccc3)C3(C#N)CC1CCC23C (centres undefined) | i | i | i | i | i | i | i | i | i | i | -7.5
O=C(N/N=C/c1ccc(Br)s1)c1ccccn1 | i | i | i | i | i | i | i | i | i | i | -4.7
Cc1csc2ncc(C(=O)NCCc3ccccc3)c(=O)n12 | i | i | i | i | i | i | i | i | i | i | -14.8
CCCCn1c(SCc2cc(=O)[nH]c3ccccc23)nc2c1c(=O)n(C)c(=O)n2C | i | . | i | . | . | . | i | i | i | . | -8.8
CCc1nc(SCC(=O)NCc2ccco2)c2c(=O)n(C)c(=O)n(C)c2n1 | i | i | i | i | i | i | i | i | i | i | -7.8
O=C(NCc1ccccc1Cl)c1cc([N+](=O)[O-])ccc1Cl | i | i | i | i | i | i | i | i | i | i | -7.3
CCN(CC(=O)Nc1c(F)cccc1F)C(=O)C1CCN(c2ncnc3sc(C)c(C)c23)CC1 | i | i | i | i | i | i | i | i | i | i | -25.5
CCC(C)n1c(/C=C/c2ccccc2)nc2ccccc21 (centres undefined) | i | i | i | i | -9.82* | i | i | i | i | i | -19.4
O=C(Nc1ccc(Cl)cc1)c1csc(-c2ccccc2)n1 | i | i | i | i | i | i | i | i | i | i | -3.3
CCOC(=O)c1nn(-c2ccccc2)c(=O)cc1SC1CCCCC1 | i | i | i | i | i | i | i | i | i | i | -15.8
COC(=O)c1ccc(CN2CCC(CO)(Cc3ccc(OC)cc3)CC2)cc1 | i | i | -8.7* | i | i | i | i | i | i | i | -11.4
O=C(Nc1c(C(=O)N2CCC(N3CCCCC3)CC2)oc2ccccc12)c1c(F)cccc1F | i | i | i | i | i | i | i | i | i | i | 1.5
Cc1ccc(CN(C)C(=O)CCc2c[nH]c3ccccc23)o1 | i | i | i | i | i | i | i | i | i | i | -10.0
COCCn1c(SCC(=O)Nc2ccc(OC)cc2)nc2c(oc3ccccc32)c1=O | i | i | i | i | . | . | i | i | i | i | -12.6
Cc1ccc(C(=O)Nc2ccccc2N2CCCCC2)cc1[N+](=O)[O-] | i | i | i | i | i | i | i | i | i | i | -16.6
COc1ccc(OC)c(S(=O)(=O)NCc2cn3c(C)csc3n2)c1 | i | i | i | i | i | i | i | i | i | i | -8.0
O=C(OC1CCCCC1)c1ccc(NC(=O)C2CCCCC2)cc1 | i | i | -7.01* | i | i | i | i | i | i | i | -8.0
N#C/C(=C/c1cccn1-c1cccc(C(=O)O)c1)c1ccc(F)cc1 | i | . | i | . | i | i | i | i | i | . | -18.5
O=C(Nc1nc2ccsc2c(=O)s1)c1ccc(F)cc1Cl | i | i | i | i | i | i | i | i | i | i | -2.0
Cc1ccc2[nH]c3c(NCCN4CCOCC4)ncnc3c2c1 | i | . | i | . | i | i | i | i | i | . | -11.4
COC(=O)c1ccccc1NC(=O)N1CCc2ccc(NC(=O)c3ccccn3)cc2C1 | i | i | i | i | i | i | -8.27* | i | i | i | -7.8
CCn1c2ccccc2c(=O)c2ccccc21 | i | i | i | i | i | i | i | i | i | i | -2.1
CN(C(=O)c1cccc(C(=O)N(C)c2ccccc2)c1)c1ccccc1 | i | i | i | i | i | i | i | i | i | i | -9.2
CC(C)[C@H](NC(=O)c1ccco1)C(=O)OCC(=O)NC12CC3CC(CC(C3)C1)C2 | i | i | i | i | i | i | i | i | i | i | -2.3
O=C(CN1c2cccc3cccc(c23)S1(=O)=O)Nc1cccc(S(=O)(=O)N2CCOCC2)c1 | i | i | i | i | i | i | i | i | i | i | -10.5
COc1ccc(C(=O)NCC(=O)OCC(=O)Nc2ccc(C)c(S(=O)(=O)N(C)C)c2)cc1OC | i | i | i | i | i | i | i | i | i | i | -15.9
COC(=O)c1ccc(OC(=O)c2ccccc2F)cc1 | i | i | i | i | . | . | i | i | i | i | 0.6
O=C(Nc1ccc2ccccc2c1)c1ccc2[nH]c(=O)c(=O)[nH]c2c1 | i | i | i | i | i | i | i | i | i | i | -4.4
COc1ccnc(N=CNOCc2ccc(F)cc2Cl)c1C#N | i | i | i | i | i | i | i | i | i | i | -2.5
Cn1nc(-c2ccc(OCC(=O)Nc3cccnc3)cc2)c2ccccc2c1=O | i | i | i | i | i | i | i | i | i | i | -9.5
CCOC(=O)C1CCN(Cc2nc3ccccc3c(=O)n2-c2ccc(OCC)cc2)CC1 | i | . | i | . | i | i | i | i | 6.1* | . | -13.3
Cc1cc(C)cc(OCC(=O)Nc2ccccc2C(=O)N2CCOCC2)c1 | i | i | i | i | i | i | i | i | i | i | -14.6
CN1CCN(/N=C/c2nc(-c3cccc([N+](=O)[O-])c3)n3ccccc23)CC1 | i | i | i | i | i | i | i | i | i | i | -8.2
Cc1ccc(C(=O)CSc2nnc(-c3ccco3)n2CC2CCCO2)cc1 (centres undefined) | i | i | i | i | i | i | i | i | i | i | -10.2
CCN(CC)S(=O)(=O)c1cccc(-c2nnc(SC(C)C(=O)NCCC3=CCCCC3)o2)c1 (centres undefined) | i | i | i | i | i | i | i | i | i | i | -8.8
O=C1NCCN(Cc2ccc(-c3ccccc3)cc2)C1CC(=O)N1CCN(CCO)CC1 (centres undefined) | i | i | i | i | i | i | i | i | i | i | -9.0
CN1C=CC(=C2C(=O)c3ccccc3C2=O)C=C1 | i | . | i | . | . | . | i | i | i | . | -7.2
CC1CCCN(c2ccc(C(=O)Nc3ccc4c(c3)OCO4)cc2[N+](=O)[O-])C1 (centres undefined) | i | i | i | i | i | i | i | 6* | i | i | -6.8
O=[N+]([O-])CC(c1ccccc1)c1c[nH]c2ccccc12 (centres undefined) | i | i | i | i | i | i | i | i | i | i | -4.0
CC(NC(=O)OC(C)(C)C)C(=O)NC(CCC(=O)OCc1ccccc1)C(N)=O (centres undefined) | i | i | i | i | i | i | i | i | i | i | -13.2
COc1ccc(NC(=O)Cn2nc(C(=O)O)c3ccccc3c2=O)cc1Cl | i | i | i | i | i | i | i | i | i | i | -1.0
O=C(COC(=O)C1CCCCC1)Nc1ccc(S(=O)(=O)N2CCOCC2)cc1 | i | i | i | i | i | i | i | i | i | i | -2.2
O=C(NCC1COc2ccccc2O1)c1ccc(NC(=O)C2CCCO2)cc1 (centres undefined) | . | i | . | i | i | i | . | . | . | i | .
COc1cccc(-c2noc(C3CCCN(C(=O)Cc4ccccc4)C3)n2)c1 (centres undefined) | i | i | i | i | i | i | i | i | i | i | -12.3
CN1CCN(C(=O)/C(=C/c2ccc([N+](=O)[O-])cc2)NC(=O)c2ccccc2)CC1 | i | i | i | i | i | i | i | i | i | i | -13.4
O=C(CN1C(=O)C(=O)N(Cc2ccccc2)C1=O)Nc1cc(Cl)cc(Cl)c1 | i | i | i | i | i | i | i | i | i | i | -9.5
(next part)
SMILES | KCNQ1 pot | ANO1 block | RGS4 act | MrgX1 allo act | KCNK3 block | ANO1 activ | KCNK9 inh | KCNQ1 inh | RGS4 block | MrgX1 agonist | hERG rescue
Cn1cccc1/C=N/NC(=O)c1ccncc1 | i | i | i | i | i | i | i | i | i | i | -3.9
N#Cc1ccccc1OCCCN1CCC(Cc2ccccc2)CC1 | i | i | -8.72* | i | i | i | i | i | i | i | -14.4
CCOC(=O)C1=C(c2ccccc2)NC(=S)NC1c1ccc(C)c([N+](=O)[O-])c1 (centres undefined) | i | i | i | i | i | i | i | i | i | i | -8.0
Cc1cc(=O)[nH]c(SCc2cccc3cccnc23)n1 | i | i | i | i | i | i | i | i | i | i | -15.4
CSC1=NNC(c2ccc(C(C)(C)C)cc2)=NN1 | i | i | i | i | i | i | i | i | i | i | -3.7
CN1CCN(C2CCN(S(=O)(=O)c3ccc(C(C)(C)C)cc3)CC2)CC1 | i | . | i | . | i | i | i | i | i | . | -12.0

Screening data: PubChem, Johns Hopkins Ion Channel Center
